USP8 block: inhibitors of human USP8 deubiquitinase. purified USP8, Ub-rhodamine cleavage fluorescence, 30 min. inhibition, % at 20 µM. 47,000 compounds, 4.2% hits. AID 1645853. P40818
Target sequence (P40818 whole entry, looked up): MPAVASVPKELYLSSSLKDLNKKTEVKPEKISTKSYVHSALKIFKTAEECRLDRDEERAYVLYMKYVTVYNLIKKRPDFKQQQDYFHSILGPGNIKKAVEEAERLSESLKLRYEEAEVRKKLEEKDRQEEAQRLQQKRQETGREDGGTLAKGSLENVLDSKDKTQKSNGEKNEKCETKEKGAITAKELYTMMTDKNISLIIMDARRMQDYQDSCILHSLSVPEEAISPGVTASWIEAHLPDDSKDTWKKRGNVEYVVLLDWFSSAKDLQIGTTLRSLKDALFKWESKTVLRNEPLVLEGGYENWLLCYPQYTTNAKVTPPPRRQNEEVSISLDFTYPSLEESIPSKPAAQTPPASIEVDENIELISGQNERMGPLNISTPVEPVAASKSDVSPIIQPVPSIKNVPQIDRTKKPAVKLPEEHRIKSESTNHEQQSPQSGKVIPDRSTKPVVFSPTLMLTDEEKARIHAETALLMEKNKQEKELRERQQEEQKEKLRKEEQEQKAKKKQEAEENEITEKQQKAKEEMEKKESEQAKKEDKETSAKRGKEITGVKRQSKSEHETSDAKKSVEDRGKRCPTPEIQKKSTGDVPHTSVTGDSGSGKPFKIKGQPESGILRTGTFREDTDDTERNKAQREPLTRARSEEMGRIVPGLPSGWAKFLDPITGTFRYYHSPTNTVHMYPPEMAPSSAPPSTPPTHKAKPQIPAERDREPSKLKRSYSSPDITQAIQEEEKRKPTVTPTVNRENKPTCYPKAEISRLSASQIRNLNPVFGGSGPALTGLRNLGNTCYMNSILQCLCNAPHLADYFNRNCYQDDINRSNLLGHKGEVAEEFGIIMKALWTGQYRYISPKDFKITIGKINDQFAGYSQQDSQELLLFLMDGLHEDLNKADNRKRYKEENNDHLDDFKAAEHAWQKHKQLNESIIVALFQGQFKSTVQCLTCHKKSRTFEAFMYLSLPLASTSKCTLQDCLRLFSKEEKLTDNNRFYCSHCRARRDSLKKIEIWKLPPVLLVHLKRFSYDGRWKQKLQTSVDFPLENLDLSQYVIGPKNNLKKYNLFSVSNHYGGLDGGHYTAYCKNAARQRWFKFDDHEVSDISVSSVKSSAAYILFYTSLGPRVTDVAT
USP10 inh: inhibitors of human USP10 deubiquitinase; inhibition, % at 20 µM; AID 1645856; purified USP10, Ub-rhodamine fluorescence, 60 min; 47,000 compounds, 1.1% hits; Q14694
UCHL1 inh: blocks human UCHL1 ubiquitin-rhodamine cleavage; P09936; purified UCHL1, Ub-rhodamine cleavage fluorescence; inhibition, % at 20 µM; 47,000 compounds, 0.2% hits; AID 1645859
USP30 inh: blocks human USP30 ubiquitin-rhodamine cleavage; Q70CQ3; purified USP30, Ub-rhodamine cleavage fluorescence; inhibition, % at 25 µM; 47,000 compounds, 5.3% hits; AID 1645860
USP28 block: blocks human USP28 ubiquitin-rhodamine cleavage; Q96RU2; purified USP28, Ub-rhodamine cleavage fluorescence, 30 min; 47,000 compounds, 3% hits; inhibition, % at 25 µM; AID 1645857
USP7 block: blocks human USP7 ubiquitin-rhodamine cleavage; Q93009; purified USP7, Ub-rhodamine cleavage fluorescence; inhibition, % at 20 µM; 47,000 compounds, 0.3% hits; AID 1645854
USP17 block: human USP17-like deubiquitinase inhibition. purified USP17, Ub-rhodamine cleavage fluorescence, 3 h. inhibition, % at 50 µM. 47,000 compounds, 6.5% hits
OTUD3 block: inhibitors of human OTUD3 deubiquitinase; Q5T2D3; purified OTUD3, Ub-rhodamine fluorescence, 2 h; inhibition, % at 25 µM; 47,000 compounds, 0.7% hits; AID 1645858
* marks the source's active call; other numbers are inactive results; i = inactive; x = not tested or not shown. No stated cut-off is given here; in the data, active means inhibition above about 30%; inactive means the rest.

| cpd | USP8 block | USP10 inh | UCHL1 inh | USP30 inh | USP28 block | USP7 block | USP17 block | OTUD3 block | compound |
| --- | --- | --- | --- | --- | --- | --- | --- | --- | --- |
| 1 | 2 | 4 | 6 | 4 | 8 | 2 | 10 | 2 | C[C@]12C(=O)N(CCc3ccc(F)cc3)CC(=O)N1CCc1c2[nH]c2ccccc12 |
| 2 | -91 | -5 | -3 | -133 | -33 | -40 | -62 | -22 | Cc1cccc(CNS(=O)(=O)c2c[nH]c(-c3nnc(C)o3)c2)c1 |
| 3 | -2 | 0 | -1 | 21 | 2 | -2 | -4 | -1 | Cc1ccc(N2CCCS2(=O)=O)cc1NC(=O)COc1ccccc1C |
| 4 | 30 | 9 | 1 | 38* | 17 | 10 | 14 | 16 | Cc1ccc(NC(=O)COc2ccc3oc4c(c3c2)CCCC4)cc1 |
| 5 | -63 | -3 | 1 | -87 | 40* | -139 | 46* | 60* | CC(=O)c1cc2c(=O)c3c(C(=O)O)c(O)c(O)cc3oc2c(C(C)=O)c1-c1coc2cc(O)c(O)c(C(=O)O)c2c1=O |
| 6 | 12 | -2 | -1 | 16 | -3 | 3 | 20 | 6 | Cc1ccc(C(C)C)c(OCC(=O)Nc2ccc3oc(-c4ccncc4)nc3c2)c1 |
| 7 | 5 | -8 | 0 | -71 | -12 | -2 | -13 | -15 | Cc1ccc(CNC(=O)[C@@H]2Cc3c([nH]c4ccccc34)C3c4ccccc4C(=O)N32)cc1 (stereo partly drawn) |
| 8 | -17 | 0 | -4 | -80 | -15 | -1 | -31 | -39 | COc1ccccc1NC(=O)C1=C(C)Nc2nnnn2C1c1ccc(C)o1 (stereo not drawn) |
| 9 | 7 | 1 | 2 | 13 | 0 | 6 | 10 | 5 | CCOc1nc(-c2ccc(Cl)cc2Cl)nc2ccccc12 |
| 10 | 5 | 11 | 0 | -13 | 0 | x | 40* | -6 | O=C(COc1ccc(Cl)cc1Cl)Nc1noc2ccccc12 |
| 11 | -35 | 0 | -1 | -8 | -1 | -2 | -9 | -2 | CC(=O)c1ccc(NC(=O)C2CCN(C(=O)C3CC(=O)N(c4ccc(C)cc4)C3)CC2)cc1 (stereo not drawn) |
| 12 | -1 | -9 | -5 | -14 | -8 | -2 | -6 | -1 | O=c1c2[nH]c3ccc(Cl)cc3c2ncn1Cc1cccnc1 |
| 13 | 9 | 16 | 6 | 17 | -5 | 10 | 23 | -1 | COc1ccc(C(=O)COC(=O)c2cccc(NC(=O)c3ccc(Cl)cc3)c2)cc1 |
| 14 | 0 | 0 | 0 | 0 | 2 | -6 | -1 | -2 | O=C1CC(c2ccccc2)SC(N2CCc3ccccc32)=N1 (stereo not drawn) |
| 15 | -2 | 2 | 3 | -109 | -11 | 1 | 22 | -6 | COc1ccc(CCCNc2ncc(-c3cc(C)no3)c(-c3ccco3)n2)cc1OC |
| 16 | -20 | -4 | -55 | x | x | -47 | -110 | -8 | CCOCCCn1cc(OC(=O)c2ccccc2)c2c1nc(-c1ccccc1)n1c3ccccc3nc21 |
| 17 | 3 | 6 | -1 | -5 | -10 | -1 | 0 | 0 | CCCc1c(C)nc(N2CCN(c3cccc(OC)c3)CC2)[nH]c1=O |
| 18 | 14 | 8 | 9 | 46* | 21 | -48 | x | 15 | CC(OC(=O)CNS(=O)(=O)c1ccc2ccccc2c1)C(=O)Nc1ccc(Cl)cc1Cl (stereo not drawn) |
| 19 | 0 | 2 | 0 | 12 | -8 | -1 | -10 | -10 | CC(C)CNc1nn2c(-c3ccccc3CO)cnc2s1 |
| 20 | -12 | -6 | -2 | -34 | -12 | -4 | -23 | -15 | CN1C[C@@H]2C[C@H](NC(=O)Nc3cccc(C#N)c3)CN2Cc2ccccc21 |

Reformatted as tab-separated lines: entries from further up
No.	structure	USP8 block	USP10 inh	UCHL1 inh	USP30 inh	USP28 block	USP7 block	USP17 block	OTUD3 block
4	Cc1ccc(NC(=O)COc2ccc3oc4c(c3c2)CCCC4)cc1	30	9	1	38*	17	10	14	16
5	CC(=O)c1cc2c(=O)c3c(C(=O)O)c(O)c(O)cc3oc2c(C(C)=O)c1-c1coc2cc(O)c(O)c(C(=O)O)c2c1=O	-63	-3	1	-87	40*	-139	46*	60*
8	COc1ccccc1NC(=O)C1=C(C)Nc2nnnn2C1c1ccc(C)o1 (stereo not drawn)	-17	0	-4	-80	-15	-1	-31	-39

Whole records, quoted from the list. Order of screens: USP8 block	USP10 inh	UCHL1 inh	USP30 inh	USP28 block	USP7 block	USP17 block	OTUD3 block
Cc1ccc(C(C)C)c(OCC(=O)Nc2ccc3oc(-c4ccncc4)nc3c2)c1 is entered as 12	-2	-1	16	-3	3	20	6
CN1C[C@@H]2C[C@H](NC(=O)Nc3cccc(C#N)c3)CN2Cc2ccccc21 is entered as -12	-6	-2	-34	-12	-4	-23	-15
O=c1c2[nH]c3ccc(Cl)cc3c2ncn1Cc1cccnc1 is entered as -1	-9	-5	-14	-8	-2	-6	-1

Following part.
| cpd | USP8 block | USP10 inh | UCHL1 inh | USP30 inh | USP28 block | USP7 block | USP17 block | OTUD3 block | compound |
| --- | --- | --- | --- | --- | --- | --- | --- | --- | --- |
| 21 | -63 | 0 | 0 | -16 | -3 | -18 | -2 | -4 | CCN1CCN(c2ncnc3onc(-c4cccc(OC)c4)c23)CC1 |
| 22 | 22 | 2 | 6 | 5 | 8 | -11 | 14 | 10 | CN(C)C(=O)c1csc2nc(-c3ccc(NC(=O)c4cccc(Cl)c4)cc3)cn12 |
| 23 | -2 | -1 | -6 | -4 | -10 | 2 | 7 | -1 | CN(C1CCCC1)C1CCN(C(=O)CNC(=O)/C=C/c2ccc(F)cc2)CC1 |
| 24 | -1 | 1 | 0 | 8 | -8 | 0 | 2 | 1 | Cc1nn(C)cc1C(=O)N1CCc2ccccc21 |
| 25 | -7 | 0 | -1 | 15 | -7 | -4 | -6 | -1 | COc1ccc(NC(=O)CSc2nccn2C2CCCCC2)cc1 |
| 26 | -1 | -3 | -2 | -25 | -4 | 4 | 33* | 8 | CCCn1c(=O)[nH]c2nc(N3CCCCC3)sc2c1=O |
| 27 | 5 | 1 | 0 | 6 | 0 | 0 | 2 | -6 | O=C(Nc1ccccc1F)N1CC2CN(S(=O)(=O)c3ccc(F)cc3)CC(C1)O2 |
| 28 | -98 | -3 | -1 | 0 | 0 | -1 | -41 | -2 | O=C1CCc2cc(S(=O)(=O)NCCC(=O)N3CCC(N4CCCCC4)CC3)ccc2N1 |
| 29 | -243 | -3 | -2 | 2 | -10 | -5 | -47 | 8 | Cc1sc(-c2ccccn2)nc1OC(=O)c1ccc(S(C)(=O)=O)cc1Cl |
| 30 | 4 | 1 | 1 | 34* | 11 | 3 | 17 | 23 | CCOC(=O)N1CCN(Cc2nnnn2-c2cccc(F)c2)CC1 |
| 31 | 15 | -4 | -2 | -217 | -42 | -4 | -29 | -47 | CCOC(=O)c1cc2c(ccn2C)n1CC(=O)N1CCCCC1 |
| 32 | -4 | -4 | -7 | -116 | -34 | -7 | -56 | -13 | CCn1cc(C(=O)NCc2ccc(Cl)cc2)c(=O)c2ccc(C)nc21 |
| 33 | 18 | -6 | -3 | -21 | 10 | -2 | 7 | 5 | COc1cc(CCNC(=O)CCc2nc3cccnc3n2-c2ccccc2)cc(OC)c1OC |
| 34 | -15 | -4 | -1 | -68 | -10 | -3 | -22 | -6 | N[C@@H](Cc1c[nH]c2ccccc12)C(=O)N1CCC(C(=O)N[C@@H](Cc2c[nH]c3ccccc23)C(=O)O)CC1 |
| 35 | 13 | -4 | 0 | -1 | 0 | 4 | 7 | 8 | O=C1NC[C@@H](CCC(=O)N2CCCC2)N2C[C@@H](NCc3ccc(F)cc3)C[C@@H]12 |
| 36 | 4 | 3 | 2 | 24 | -2 | 1 | 6 | 9 | CCc1nnc(C2CCN(S(=O)(=O)c3ccc(F)cc3)CC2)s1 |
| 37 | -206 | 0 | -2 | 10 | -8 | -9 | 0 | 4 | Cc1cc(OCC(=O)N2CCCC(C)C2)nc(-c2ccc(F)cc2)n1 (stereo not drawn) |
| 38 | 22 | 1 | 5 | 17 | 13 | 7 | 13 | 10 | OCCN1CCN(CC(O)COCCOc2ccc(Cl)cc2)CC1 (stereo not drawn) |
| 39 | -17 | -4 | -1 | -49 | -10 | -1 | -9 | -4 | COCCN1C[C@H]2CN(C)c3ccccc3[C@@H]2N(C(=O)C2CCC2)CCC1=O |
| 40 | -6 | -2 | -4 | -105 | -17 | -6 | -24 | -14 | Cc1ccc(N(C)C(=O)c2nc(C)n(C3CCN(S(C)(=O)=O)CC3)c2C)cc1 |

Taken from above.
Under OTUD3 block, #15 has the entry -6
Under USP8 block, #32 has the entry -4
Under USP8 block, #14 has the entry 0
Under USP17 block, #10 has the entry 40*

(more compounds)
| cpd | USP8 block | USP10 inh | UCHL1 inh | USP30 inh | USP28 block | USP7 block | USP17 block | OTUD3 block | compound |
| --- | --- | --- | --- | --- | --- | --- | --- | --- | --- |
| 41 | 40* | -6 | -3 | -169 | -18 | -7 | x | -8 | O=C(Nc1cccc(S(=O)(=O)N2CCOCC2)c1)C1Cc2ccccc2CN1C(=O)c1ccco1 (stereo not drawn) |
| 42 | 4 | 2 | 2 | 2 | 1 | -4 | 6 | 5 | CCOC(=O)c1ccc(NC(=O)C(CC(=O)O)NCc2ccco2)cc1 (stereo not drawn) |
| 43 | 10 | 0 | 1 | 8 | 4 | 4 | -3 | 2 | CCOC(=O)c1ccc(-n2nnnc2C2(Nc3ccc(NC(C)=O)cc3)CCCCC2)cc1 |
| 44 | 7 | 3 | 3 | 16 | 0 | 9 | 45* | 6 | O=C(c1ccco1)N(c1ccc(Oc2ccccc2)cc1)c1nc2ccccc2s1 |
| 45 | 8 | 1 | 2 | 0 | 3 | 2 | 8 | 2 | COc1cc(-n2cnc3cc(C(=O)NCCN4CCOCC4)ccc32)cc(OC)c1OC |
| 46 | -113 | 0 | -7 | -17 | -7 | -2 | -19 | -4 | CC(C)N1CC[C@H]2O[C@@H](C(=O)NCc3ccco3)CC[C@H]21 |
| 47 | -1 | -5 | -88 | -49 | 4 | -97 | -5 | 9 | O=C1CC(c2ccco2)Cc2nc3nc(-c4ccncc4)nn3cc21 (stereo not drawn) |
| 48 | 0 | 1 | 2 | 19 | 8 | 3 | 5 | 8 | CCOC(=O)Cn1c(CN2CCc3ccccc3C2)nc2c1c(=O)n(C)c(=O)n2C |
| 49 | -1 | -1 | 0 | -1 | 3 | -7 | -6 | -6 | O=C(CCc1ccc2c(c1)CCO2)Nc1cccnc1 |
| 50 | -109 | 6 | -5 | 14 | -12 | -5 | -9 | -4 | Cc1[nH]n2c(=O)cc(Cc3ccccc3)nc2c1-c1ccccc1 |
| 51 | 36* | -1 | 8 | 0 | 8 | -35 | 16 | 14 | CC(C)Cn1c(=O)c2nscc2n(CC(=O)Nc2ccc(F)cc2F)c1=O |
| 52 | 5 | 0 | 0 | 1 | -3 | -1 | 15 | -5 | COCCN(C(=O)c1ccc2c(c1)OCCO2)C(C(=O)NCc1ccc2c(c1)OCO2)c1ccc(C)cc1 (stereo not drawn) |
| 53 | -19 | 1 | -1 | -6 | 0 | 2 | 3 | -1 | O=C(O)c1ccccc1C(=O)NNc1ccc(Cl)cc1Cl |
| 54 | -1 | -2 | -6 | 0 | -4 | -6 | -5 | 3 | COc1ccc2[nH]c3c(c2c1)CCN1C(=O)N(c2ccccc2C(=O)NC2CCCC2)C(=O)[C@]31C |
| 55 | -10 | 0 | -2 | -28 | -15 | -4 | -14 | -9 | COc1ccc(C(C)(C)C)cc1NS(=O)(=O)c1ccc(NC(C)=O)cc1 |
| 56 | 2 | 8 | 3 | 24 | -4 | -70 | 6 | -1 | N#Cc1ccc(N2CCC(C3CCCCCN3C(=O)Nc3ccccc3)CC2)nc1 (stereo not drawn) |
| 57 | 3 | 0 | 4 | 1 | 6 | 10 | 1 | 13 | Cc1c(C(=O)N2CCN(C)CC(C(N)=O)C2)[nH]c2ccc(F)cc12 (stereo not drawn) |
| 58 | -116 | -1 | -23 | i | -146 | -31 | -161 | -147 | CCc1nc(-c2cc(C(=O)NCc3ccccn3)c3ccccn23)cs1 |
| 59 | -18 | 1 | -1 | -1 | -10 | 1 | -13 | -3 | Cc1nn(C)cc1C(=O)N1CCC(c2cc(=O)n3[nH]ccc3n2)CC1 |
| 60 | 7 | 4 | 0 | 21 | 12 | 2 | 10 | 7 | CC(C)Oc1ccc(C(=O)Oc2ccc(-n3cnnn3)cc2)cc1 |
| 61 | 1 | 0 | -1 | 10 | 3 | 0 | 12 | 9 | O=C(O)c1ccccc1-c1ccccc1C(=O)NCCN1CCNC1=O |
| 62 | 5 | 5 | 2 | -10 | -2 | 7 | -5 | 0 | O=C(CN1C(=O)c2ccccc2OC(c2ccccc2)C1=O)c1ccc(Cl)cc1 (stereo not drawn) |
| 63 | 15 | 1 | 1 | 7 | 10 | 3 | 6 | 9 | Cc1ccc(S(=O)(=O)N2CC(C(=O)NCc3ccncc3)C3(CCOCC3)C2)cc1C (stereo not drawn) |
| 64 | -22 | -6 | -8 | x | x | -8 | 9 | 11 | Cc1ccccc1CC(=O)Nc1ccc2c(c1)Sc1ncccc1C(=O)N2C |
| 65 | 6 | 1 | 1 | 2 | 0 | 0 | 0 | 0 | O=C(CC1N=C(N2CCN(c3ccccc3)CC2)NC1=O)Nc1ccc(Cl)cc1 (stereo not drawn) |

Not a hit list. Share with any hit: about 14%.
